# PostGolgi yeast – growth inhibition of a yeast mutant, post-Golgi transport screen. post-Golgi transport phenotypic cell assay. inhibition, % at 10 µM. hit rate 0.9% among 98,000. AID 739;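 note: yeast cells grown in 1536-well plates; yeast grown about 18 h at 30C before absorbance read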
# HUVEC inhibit – inhibitors of human endothelial cell proliferation. AID 648. HUVEC proliferation, CellTiter-Glo luminescence, 72 h; hits give low values. hit rate 1.1% among 86,000. viability, % at 10 µM (by protocol);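 active = viability at or below 30%; inactive = viability above 30%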;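 note: 100% = median luminescence of DMSO-only cell control wells on each plate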
# H69AR inhibit – blocks growth of human H69AR lung tumor cells. AID 598. viability, % at 10 µM. hit rate 6% among 85,000. H69AR lung tumor viability, ATP luminescence, 72 h; hits give low values;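 active = viability at or below 40%; inactive = viability above 40%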;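 note: multidrug resistant small cell line overexpressing MRP-1 efflux transporter; 100% = mean luminescence of untreated control wells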
# hDAT+cocaine – human DAT dopamine uptake with cocaine, either direction. B-score at 10 µM. AID 449768. LLC-PK1 hDAT cells, [14C]-dopamine uptake with cocaine IC80; actives deviate in either direction. hit rate 1.3% among 110,000;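 active = Z score or B-score, a plate-position-corrected score, falls beyond the plate's 99.7% confidence bounds, in either direction; inactive = both scores lie inside the 99.7% bounds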;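 note: scored against the spread of the other compound wells on the same plate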
# Target sequence (Q01959 whole entry, looked up): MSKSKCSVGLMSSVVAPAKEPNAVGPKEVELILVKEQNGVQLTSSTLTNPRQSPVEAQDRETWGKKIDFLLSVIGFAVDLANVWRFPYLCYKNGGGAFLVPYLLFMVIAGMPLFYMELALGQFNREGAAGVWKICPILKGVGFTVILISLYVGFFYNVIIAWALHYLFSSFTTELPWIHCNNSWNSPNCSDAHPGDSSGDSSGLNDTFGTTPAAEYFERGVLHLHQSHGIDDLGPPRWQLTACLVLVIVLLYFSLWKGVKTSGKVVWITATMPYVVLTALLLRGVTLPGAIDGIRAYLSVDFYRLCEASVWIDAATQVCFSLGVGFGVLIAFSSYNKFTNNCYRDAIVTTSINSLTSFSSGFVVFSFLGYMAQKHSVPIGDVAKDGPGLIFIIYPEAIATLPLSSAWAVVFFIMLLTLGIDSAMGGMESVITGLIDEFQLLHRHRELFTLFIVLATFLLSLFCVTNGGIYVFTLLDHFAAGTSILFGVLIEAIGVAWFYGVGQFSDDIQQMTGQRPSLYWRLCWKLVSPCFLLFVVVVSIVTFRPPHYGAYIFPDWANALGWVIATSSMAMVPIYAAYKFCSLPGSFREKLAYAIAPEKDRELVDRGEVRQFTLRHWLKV
# Lung fibro prol – blocks proliferation of human lung fibroblasts. LL 47 human lung fibroblast viability, ATP luminescence; hits give low values. viability, % at 10 µM. hit rate 1.1% among 85,000;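 active = viability at or below 50% in the single dose screen; inactive = viability above 50%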;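 note: compound exposure lasted 72 h before the ATP readout; 100% = median luminescence of untreated cell-only wells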
#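 material = human LL 47 lung fibroblast cells | dosing = compounds added from tenfold dosing solution, 0.1% DMSO final | timing = overnight cell rest, 72 h compound treatment at 37 °C | measured by = CellTiter-Glo luminescence measuring cellular ATP | evaluation = % viability versus median cells-only luminescence | control set = cell-only wells, no compound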
# Ecoli WT expand – E. coli BW25113 growth inhibition, expanded screen. AID 710. hit rate 0.15% among 98,000. OD600 absorbance. growth inhibition, % at 100 µM;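 active = growth inhibition above about 50% at one test dose, limit read from the data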;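 note: growth measured after 20 h incubation at 37 °C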
# S1P2 agonist – agonists of human S1P2 receptor | activation, % at 4.5 µM | hit rate 0.46% among 97,000 | AID 729 | S1P2-expressing cell line, agonist reporter read-out | O95136; in the data active = activation above about 16%;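 note: 0% = vehicle low control and 100% = maximal reference agonist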
# Target sequence (O95136 whole entry, looked up): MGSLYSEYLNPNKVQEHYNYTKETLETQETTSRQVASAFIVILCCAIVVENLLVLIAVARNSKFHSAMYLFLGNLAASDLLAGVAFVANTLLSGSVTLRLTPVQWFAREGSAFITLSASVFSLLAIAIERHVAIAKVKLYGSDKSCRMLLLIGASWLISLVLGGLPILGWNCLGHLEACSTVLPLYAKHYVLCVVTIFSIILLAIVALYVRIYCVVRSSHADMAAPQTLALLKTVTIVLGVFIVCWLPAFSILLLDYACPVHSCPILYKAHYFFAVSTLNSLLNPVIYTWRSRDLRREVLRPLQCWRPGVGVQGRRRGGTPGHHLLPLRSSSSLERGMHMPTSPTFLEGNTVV
# S1P2 antag – S1P2 (human) receptor antagonism; inhibition, % at 5 µM; cell-based S1P2 antagonist assay, inhibition at 5 uM; O95136; hit rate 0.21% among 97,000; in the data active = inhibition above about 45%;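 note: CRE beta-lactamase reporter cells expressing human S1P2 stimulated with S1P; 0% = agonist at EC80 alone and 100% = agonist plus reference antagonist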
# PostGolgi ctrl – growth of the yeast control strain, post-Golgi counter-screen. hit rate 5% among 98,000. inhibition, % at 10 µM. efflux-deficient yeast background strain, growth absorbance A615, 16 h
# Active calls of the source: *; x = no result given. Cut-off read from the data, not from the text of the source, unless noted: active = inhibition above about 30%; inactive = the rest.
cpd	SMILES	PostGolgi yeast	HUVEC inhibit	H69AR inhibit	hDAT+cocaine	Lung fibro prol	Ecoli WT expand	S1P2 agonist	S1P2 antag	PostGolgi ctrl
1	COc1ccc(N2C(=O)C3CC=C(Cl)CC3C2=O)cc1 (configuration not stated)	16	95	99	-0.058	103	0	-6	-11	-3
2	C=CCn1c(SCC(=O)Nc2cc3oc4ccccc4c3cc2OC)nnc1-c1cnccn1	-6	86	64	2	106	-1	-2	12	7
3	CC1(C)CC(=O)C(C=NCCN2CCN(C(=S)Nc3ccccc3)CC2)=C(O)C1	8	x	x	0.21	x	-1	-1	17	1
4	O=S(=O)(c1cccs1)N1CCCc2cccc(O)c21	-7	x	x	0.021	x	2	-3	-9	16
5	CCN(CC)C(=O)c1cc(-c2ccccc2OC)on1	6	x	x	0.97	x	3	-3	14	-6
6	Cc1cc(C)c(C#N)c(N2CCOCC2)n1	x	102	98	-0.36	106	x	2	-12	x
7	CCOC(=O)c1ccc(S(=O)(=O)N2CCC(C(=O)OCC)CC2)cc1	0	92	83	-1.7	96	-1	-6	-4	1
8	O=S(=O)(c1ccc(S(=O)(=O)N2CCN(Cc3ccccc3)CC2)cc1)N1CCOCC1	-2	89	91	-0.32	97	2	-2	25	-4
9	Cn1c(=O)c2c(nc(Br)n2Cc2ccc3ccccc3c2)n(C)c1=O	13	108	55	-0.92	84	-3	-6	4	4
10	CCN(CC)C(=O)C1=C(C)NC(=S)NC1c1cn(-c2ccccc2)nc1-c1ccc(Cl)cc1 (configuration not stated)	3	91	85	-0.0098	98	1	-5	-8	5
11	CCn1c2ccccc2c2cc(NC(=O)c3ccc(Br)o3)ccc21	0	80	57	1	100	-21	-1	-8	28
12	Cc1ccc(-n2ncc3c(Nc4c(C)n(C)n(-c5ccccc5)c4=O)ncnc32)c(C)c1	x	108	94	0.82	110	x	-14	1	x
13	CCN(CC)c1nc2c(s1)C(=O)CC(C)(C)C2	2	99	96	0.043	99	-6	-2	4	4
14	Cc1c(C(=O)O)c2cc(O)ccc2n1-c1ccccc1	-10	83	98	-0.45	112	-3	-3	-12	23
15	COCCCn1c(=N)c(C(=O)NCc2ccc3c(c2)OCO3)cc2c(=O)n3ccccc3nc21	-4	85	71	0.8	107	-3	1	-26	10
16	CN1CCN(NC(=O)CN2C(=O)/C(=C/c3c(Cl)cccc3Cl)SC2=S)CC1	14	x	x	x	x	7	-7	10	-1
17	CCOC(=O)N1CCN(C(c2ccc(Cl)cc2)c2sc3nc(C)nn3c2O)CC1 (configuration not stated)	x	110	98	0.99	103	x	x	x	x
18	COc1ccc(NC(=O)N(C2CCCCC2)C(C)c2ccco2)c(OC)c1 (configuration not stated)	-8	113	85	0.51	95	-17	-5	13	18
19	CC1=NN(C(=O)c2ccc(Cn3nc(C)cc3C)o2)C(O)(C(F)(F)F)C1 (configuration not stated)	7	x	x	-0.053	x	6	-5	12	-2
20	CCNc1nc(NCC)nc(SCCOC(=O)COc2ccc(Cl)cc2Cl)n1	1	96	94	-0.28	98	-15	-3	-14	18
21	N#Cc1ccccc1Cn1c(=O)n(Cc2ccc(C(=O)NCc3ccco3)cc2)c(=O)c2ccccc21	4	26*	12*	0.18	53	-6	x	x	4
22	Nc1nc(Nc2cccc(C(F)(F)F)c2)nc(C(F)(F)F)n1	6	55	55	-0.31	87	14	4	-4	14
23	COc1ccc(NC(=O)CSc2nnc(C3CC3)n2-c2ccccc2)cc1	-7	91	94	0.61	95	-5	-10	-6	0
24	Fc1ccc(NCc2cn3ccccc3n2)cc1	-1	89	86	0.31	102	17	-1	-8	2
25	O=C(COc1ccc2oc3c(c2c1)CCCC3)Nc1ccccn1	2	97	91	1.2	113	-7	2	5	1
26	CCOC(=O)N1CCN(Cc2nc(N)nc(Nc3ccc(OCC)cc3)n2)CC1	-8	93	72	0.57	92	3	1	12	-2
27	COCC(=O)Nc1nnc(-c2cccs2)s1	1	107	97	-0.046	105	-15	-4	6	2
28	O=C(NCc1ccccn1)C1CCC(=O)N1C1CCCC1 (configuration not stated)	x	90	96	0.67	109	x	-6	15	x
29	CCC1C(=O)CC(c2ccco2)NC1c1ccco1 (configuration not stated)	x	94	95	-0.39	97	x	1	-4	x
30	Cc1cccc(-n2ncc3c(N4CCC(C)CC4)ncnc32)c1	44*	94	74	0.11	95	-2	0	-17	45*

# 3 entries already listed, ordered by length of the SMILES, rising.
cpd	SMILES	PostGolgi yeast	HUVEC inhibit	H69AR inhibit	hDAT+cocaine	Lung fibro prol	Ecoli WT expand	S1P2 agonist	S1P2 antag	PostGolgi ctrl
6	Cc1cc(C)c(C#N)c(N2CCOCC2)n1	x	102	98	-0.36	106	x	2	-12	x
1	COc1ccc(N2C(=O)C3CC=C(Cl)CC3C2=O)cc1 (configuration not stated)	16	95	99	-0.058	103	0	-6	-11	-3
20	CCNc1nc(NCC)nc(SCCOC(=O)COc2ccc(Cl)cc2Cl)n1	1	96	94	-0.28	98	-15	-3	-14	18

# (continued)
cpd	SMILES	PostGolgi yeast	HUVEC inhibit	H69AR inhibit	hDAT+cocaine	Lung fibro prol	Ecoli WT expand	S1P2 agonist	S1P2 antag	PostGolgi ctrl
31	O=C1N=C(N2CCOCC2)CS1	0	95	88	-1.4	93	-2	0	3	-5
32	CCOC(=O)CCc1c(C)nc(SCCCn2c(=O)[nH]c3ccccc32)c(C#N)c1C	-2	97	70	-0.073	100	-3	0	-13	27
33	O=C(NCCCn1ccnc1)c1ccc2c(c1)OCCO2	-6	95	107	-0.072	x	2	-1	7	47*
34	Cc1cc(C)c(NC(=O)C2CCCN2CCO)c(C)c1 (configuration not stated)	-2	99	87	-1.4	104	2	-11	9	8
35	Cc1ccccc1CSCCNC(=O)c1ccc(Cl)c(S(=O)(=O)N2CCOCC2)c1	x	96	25*	2.3	98	x	-6	9	x
36	COc1ccc(C(=O)N2CCSC2=S)cc1OC	1	87	78	-0.48	100	-2	-4	17	4
37	CSc1nsc(SCC(=O)Nc2ccc(C(C)=O)cc2)n1	-7	99	92	-0.14	95	7	-3	2	-4
38	O=C(CNS(=O)(=O)c1cccs1)Nc1ccc2c(c1)OCCO2	22	96	99	0.31	110	5	x	x	-3
39	CCn1c(SCC(=O)N2c3ccccc3Sc3ccc(Cl)cc32)nc2c1c(=O)n(C)c(=O)n2C	x	79	81	x	87	x	-5	-4	x
40	Cc1nn(-c2ccc(C(=O)O)cc2)c(C)c1Oc1ccccc1O	-7	x	x	-0.024	x	-3	-5	-11	3
41	CC(Oc1ccccc1)C(=O)Nc1ccc(S(=O)(=O)N2CCOCC2)cc1 (configuration not stated)	-3	100	78	-0.26	x	5	-4	17	5
42	Cc1ccc2cc(CN(CCN3CCCC3)C(=O)Nc3ccc(F)cc3)c(=O)[nH]c2c1C	8	66	38*	-0.45	85	-2	1	2	24
43	Cc1ccc(S(=O)(=O)CCC(=O)O)cc1C	x	97	82	-0.016	104	x	-2	-23	x
44	CCOC(=O)N1CCN(C(=O)CSc2nnc(-c3cc(OC)ccc3OC)o2)CC1	-2	107	76	0.41	104	-8	x	x	5
45	Cc1ccc(OCC(=O)c2c(O)c3ccccc3oc2=O)cc1C	4	99	103	0.91	93	3	-6	-1	1
46	CCOC(=O)C1=C(C)NC2=C(C1c1ccc([N+](=O)[O-])cc1)S(=O)(=O)c1ccccc12 (configuration not stated)	1	x	x	-0.79	x	-1	-5	-9	18
47	O=C(CSc1nnc(COc2ccccc2)n1Cc1ccco1)c1ccc(F)cc1	-4	91	39*	-1.1	83	1	-4	-34	12
48	c1ccc(C2=Nn3c(nnc3-c3cc(-c4ccccc4)n[nH]3)SC2)cc1	-2	90	40*	-0.64	63	-5	-1	21	14
49	Cc1ccc(OC(C)C(=O)O)cc1C (configuration not stated)	x	98	91	-0.98	94	x	-1	7	x
50	O=C(NCCN1CCOCC1)c1ccncc1	0	99	92	-0.89	106	2	-4	5	2
51	Cn1c(Sc2ccc([N+](=O)[O-])cc2C(F)(F)F)nnc1-c1ccccc1	-6	x	x	1.9	x	0	-4	12	-1
52	Cn1c(Cl)c(C(=O)Nc2ccc(Cl)cc2)c2ccccc21	-1	x	x	-1.5	x	0	-3	4	-5
53	Cc1nc2c(sc3nc4c(cc32)COC(C)(C)C4)c(=O)n1Cc1ccccc1	-3	86	98	0.75	94	0	-4	-7	7
54	Cc1cc(C)c(C(N)=O)c(Nc2cccc(Cl)c2)n1	x	98	94	-0.19	99	x	-3	-3	x
55	O=C(COc1ccc(/C=N/NC(=O)c2cc3ccccc3o2)cc1Cl)Nc1ccccc1	-16	x	x	-0.66	x	-11	7	-8	-2
56	COc1ccc(S(N)(=O)=O)cc1C(=O)NCC1(N2CCCCC2)CCCCC1	4	94	94	-0.56	91	4	-7	16	10
57	Cc1ccc2cc3cc(C(=O)NCCCN4CCCCCC4)oc3nc2c1	7	93	100	1.8	x	12	-3	6	10
58	COc1ccc(-c2nnc(SCc3cccnc3)o2)cc1	x	104	53	1	105	x	-4	-18	x
59	CC(C)C(c1nnnn1C1CCCC1)N1CCCCC1 (configuration not stated)	2	98	96	-0.71	98	-9	-2	2	6
60	COC(=O)C(C)Sc1nc2c(c(-c3ccc(OC)cc3)c1C#N)-c1ccccc1C2=O (configuration not stated)	x	55	34*	0.52	88	x	-4	-2	x
61	O=C(NC1CCCC1)c1cnn2c(C(F)(F)F)cc(-c3ccco3)nc12	6	85	33*	0.16	78	3	-3	-3	6
62	Cc1cccn2c(=O)c(/C=C(\C#N)S(=O)(=O)c3ccccc3)c(N3CCC(C(N)=O)CC3)nc12	5	93	86	-0.59	93	4	-2	0	5
63	CC(C)(C)OC(=O)NCCC(=O)Oc1ccc2ccc(=O)oc2c1	2	x	x	x	x	5	1	6	7
64	Cc1nc(SCC(=O)Nc2cccc(Cl)c2)n[nH]1	-4	91	92	-1.4	105	10	-4	16	44*
65	O=C(Nc1cccc2ncccc12)C(Cl)(Cl)Cl	0	x	x	-0.1	x	0	-4	8	9
66	COc1ccc(-n2nnnc2SCc2nc(N)nc(N3CCOCC3)n2)cc1	-6	96	94	-0.066	101	-4	-6	11	2
67	O=C(Nc1cnccn1)c1ccncc1	-5	88	97	-0.29	94	5	-5	3	5
68	Cc1ccc(C(=O)CSc2nn3c(=O)c(C(C)(C)C)nnc3s2)cc1	15	71	53	0.34	99	1	-9	-4	-7
69	COc1ccc(N(C(=O)c2ccn[nH]2)C(C(=O)NC(C)(C)C)c2ccc(F)cc2)cc1 (configuration not stated)	-6	x	x	-0.2	x	8	-2	-3	8
70	COc1cc(OC)c(OC)cc1CN(C)C(c1ccccc1)c1nnnn1-c1ccccc1C (configuration not stated)	-4	x	x	1	x	-16	-2	-9	16
71	c1ccc(CCn2c3ccccc3c3nnc(SCc4ccc5nonc5c4)nc32)cc1	22	75	87	0.71	80	-19	-3	1	10
72	Cc1cccc(N(CC(=O)NC2CCCC2)C(=O)c2c(C)noc2C)c1	7	93	94	0.21	101	-5	-2	-3	2
73	CSc1ccccc1-n1nnnc1SCc1ccccc1	-11	87	82	0.7	92	3	-4	10	21
74	CC(=O)c1cccc(NC(=O)COc2ccc(S(=O)(=O)N3CCCCC3)cc2)c1	21	103	63	0.24	104	-1	-4	4	8
75	CCN1CCN(C(c2cccs2)C(C)NC(=O)c2ccccc2F)CC1 (configuration not stated)	2	91	91	-0.42	101	-3	-4	16	2
76	Clc1cccc(-c2nc3nc4ccccc4nc3n2Cc2ccco2)c1	-3	90	34*	-1.2	86	-15	-2	-3	32*
77	Cc1cc(C(=O)Nc2c(C)nn(Cc3ccc(F)cc3)c2C)on1	-17	105	106	0.14	100	-3	-3	0	12
78	CCCCCOC(=O)C1C2C=CC3(CN(c4ccccc4C)C(=O)C13)O2 (configuration not stated)	0	107	x	-0.24	94	8	-2	-17	2
79	Cc1ccc(-n2nc(C)c3c2OC(N)=C(C#N)C3c2cccs2)cc1 (configuration not stated)	-3	75	87	x	98	-3	x	x	2
80	CC(=O)CCc1ccc(OCCCCn2cncn2)cc1	-3	91	72	-0.68	93	3	-4	-5	-9

# Screening results as filed in PubChem BioAssay.

# An unsorted share of the library (roughly 11% active in at least one column).
